All columns: NCI-60 one-dose screen, growth in % after 48 h at 10 µM unless noted; 100 = growth as untreated, 0 = no growth, -100 = all killed.
MDA-MB-231: MDA-MB-231 breast cancer; 5% of 81,000 active; AID 1794789
MCF7: MCF7 breast cancer | 6.3% of 82,000 active | AID 1794796
HS 578T: HS 578T breast cancer; 4.1% of 78,000 active; AID 1794788
MALME-3M: MALME-3M melanoma. 5.8% of 78,000 active
BT-549: BT-549 breast cancer; AID 1794793; 4.4% of 78,000 active
SK-MEL-2: SK-MEL-2 melanoma; 4.7% of 77,000 active; AID 1794763
LOX IMVI: LOX IMVI melanoma | 7.4% of 79,000 active
T-47D: T-47D breast cancer; 5% of 79,000 active; AID 1794792
An asterisk follows results filed as active; . = no result given; & = joins results of further samples; ! = a repeat was not active. How the source made its calls: active means growth percent below 10; inactive means the rest.

structure	MDA-MB-231	MCF7	HS 578T	MALME-3M	BT-549	SK-MEL-2	LOX IMVI	T-47D
c1cnc2n[nH]c(Nc3ncnc4c3sc3ncccc34)c2c1	97	91	117	93	106	103	86	94
NC1=NC(c2ccccc2)C2=C(N1)/C(=C/c1ccccc1)CCC2 (stereo unspecified)	101	39	89	103	112	87	-4.8*	93
Cc1ccc(C(=O)NN2C(=O)CSC2c2cccc(Oc3ccccc3)c2)cn1 (stereo unspecified)	106	113	117	106	159	117	102	90
O=C(c1cc2cc(Br)ccc2o1)c1cc2ccccc2oc1=O	78	77	97	98	87	113	87	73
CC(=O)C[n+]1cccc2c3ccccc3ccc21	86	78	102	64	107	106	100	77
N#Cc1ccccc1-c1ccccc1C(=O)O	94	94	100	95	96	97	100	105
O=c1nc2s/c(=C\c3cccc(Cl)c3Cl)c(=O)n2c2nc(-c3ccccc3)c(-c3ccccc3)nc12	86	105	105	90	96	109	96	101
COc1ccc(Cn2c(-c3nonc3NC(C)=O)nc3ccccc32)cc1	73	86	64	110	83	96	76	88
O=c1ccn(C2OC(F)(CO)C(O)C2F)c(=O)[nH]1 (stereo unspecified)	114	92	94	110	101	.	97	81
CCCCC(CC)COC1CCC=CO1 (stereo unspecified)	99	92	105	104	98	91	100	110
Cn1c(N2CCOCC2)nc(-c2ccco2)c(C#N)c1=O	117	95	86	88	81	68	105	104
O=c1[nH]c(Nc2ccc(F)cc2)nc2nccc(-c3ccncc3)c12	103	76	84	85	72	90	101	97
CN(C)CC(=O)O	114	96	114	100	111	106	101	97
COc1cc(NS(C)(=O)=O)ccc1Nc1c2ccccc2nc2c(C)cccc12	37	14&14	43&33	-3.0*!	4.6*	44&20	-3.6*	4.8*
Cc1nc(-n2[nH]c(=O)ccc2=O)sc1N=Nc1ccc(Br)cc1	97	96	95	96	89	107	96	84
CCCCNCCCCCNc1cc(OC)cc2cccnc12	87	85	99	81	91	106	105	79
CNC(=O)Nc1ccncc1	125	92	113	124	118	117	108	106
Cc1cc(=O)oc2cc(OCCOc3ccc(/C=C/C(=O)Nc4ccccc4Cl)cc3)ccc12	99	88	108	99	120	94	102	91
CCN(CC)CCC(=O)c1cccc([N+](=O)[O-])c1	119	92	102	107	.	106	101	102
OCCCOc1ccc(Cl)cc1Cl	100	96	.	104	79	100	.	79
c1ccc(-c2nc3ccccc3o2)cc1	110	106	124	127	.	119	105	120
O=C(O)CCc1cccnc1	104	104	127	122	122	.	96	96
CC1(C)OC2=C(C(=O)c3cc(O)cc(O)c3C2=O)[C@@H]2C=C(CO)[C@@H](O)[C@H](O)[C@@H]21	105	99	102	105	108	92	99	94
COc1cccc(C=O)c1OC1CCC(=O)N1 (stereo unspecified)	112	92	105	108	96	108	100	94
O=C(c1ccccc1)c1cnc(=S)[nH]c1-c1ccc(F)cc1	116	104	.	97	101	118	102	111
Cc1ccc([N+](=O)[O-])c2ccccc12	97	96	98	111	109	110	106	107
CC1(COC(=O)/C=C/c2ccc(O)c(O)c2)C(O)C(O)CC2(C)C1CCC1(C)C2CCC2C3C(C(=O)O)CCC3(C(=O)O)CCC21C (stereo unspecified)	83	100	118	107	79	87	80	102
CS(=O)(=O)c1ccc(-c2[nH]c3ccccc3c2/C=N/O)cc1	89	84	92	104	93	97	98	.
Nc1ncnc2c1N=C1c3ccccc3CCC1C(c1ccc(Cl)cc1)N2 (stereo unspecified)	83	44	72	58	52	103	80	62
O=S(=O)(Nc1cccc(O)c1)c1ccccc1	109	103	115	95	94	105	100	107

Overlap with the part before: 4 compounds, then new ones.
structure	MDA-MB-231	MCF7	HS 578T	MALME-3M	BT-549	SK-MEL-2	LOX IMVI	T-47D
CC1(COC(=O)/C=C/c2ccc(O)c(O)c2)C(O)C(O)CC2(C)C1CCC1(C)C2CCC2C3C(C(=O)O)CCC3(C(=O)O)CCC21C (stereo unspecified)	83	100	118	107	79	87	80	102
CS(=O)(=O)c1ccc(-c2[nH]c3ccccc3c2/C=N/O)cc1	89	84	92	104	93	97	98	.
Nc1ncnc2c1N=C1c3ccccc3CCC1C(c1ccc(Cl)cc1)N2 (stereo unspecified)	83	44	72	58	52	103	80	62
O=S(=O)(Nc1cccc(O)c1)c1ccccc1	109	103	115	95	94	105	100	107
CCCCC1(CC)COC(c2ccc(C(C)C)cc2)OC1 (stereo unspecified)	108	99	104	105	101	101	99	92
COc1ccc(CNc2ccc(NC(=O)Nc3cc(OC)cc(OC)c3)cn2)cc1	99	91	78	102	87	104	104	101
CN(C)c1ncnc2c1nnn2C1OC(CO)C(O)C1O (stereo unspecified)	36	6.7*	20	-10*	46	-17*	9.0*	11
N#Cc1cccc(CN2CCC3=C(C2)C(=O)N(Cc2ccc(Cl)cc2)C2=NCCCN23)c1	33	14	51	47	64	26	44	21
O=C1c2ccccc2C(=O)c2c3c(cc(NCCNCCO)c21)N(CCO)CCN3	82	37	91	95	115	97	83	50
CSc1ccc(SC2c3ccc(C)cc3Oc3nc(N)c(C#N)c(N)c32)cc1 (stereo unspecified)	-91*	-52*	-8.1*	-94*	-87*	-59*	-93*	-45*
Cc1ccc(/C(CSc2nnc(-c3c[nH]c4ccccc34)n2-c2ccccc2)=N/O)cc1	-82*	-55*	-54*	17	-76*	63	-88*	-47*
O=C(O)CCNC(=O)c1ccc(N=Nc2ccc(O)c(C(=O)O)c2)cc1	91	107	106	104	132	116	100	103
C[C@H](NC(=O)OC(C)(C)C)c1ncc[nH]1	98	100	116	.	96	104	.	94
CCC(=O)Nc1cc(Nc2cc(NC3CC3)n3ncc(C#N)c3n2)ccc1C	20	3.8*	-17*	31	30	33	21	6.4*
COc1ccc(CCN=Cc2ccc(Cl)cc2)cc1OC	109	96	106	135	107	98	96	97
CCOC(=O)Cn1c(C(C)C)nc2ccccc21	105	88	100	113	96	97	108	82
CN(C)N=Nc1ccc(N=Nc2ccc(N(CCO)CCO)cc2)cc1	96	.	112	106	99	102	99	102
O=C(CC(=O)c1cccnc1)c1ccccc1	97	73	108	77	100	90	81	92
CCCCCCCCCCCCNC(=O)N[C@H](C(=O)N[C@H]1/C=C/CCNC(=O)/C=C/[C@H](C)NC1=O)C(C)C	-45*	14	50	-1.8*	-87*	8.3*	-89*	-42*
COc1ccc2sc3nc4nc5n(c(=O)c4c(=N)n3c2c1)-c1ccccc1Sc1ccccc1-5	71	.	103	.	71	95	83	33
COc1ccc(C2C(Oc3ccccc3)C(=O)N2c2ccc(OC)cc2)cc1 (stereo unspecified)	93	95	107	95	96	115	101	85
Nc1nc(Nc2ccc([N+](=O)[O-])cc2O)nc(C(Cl)(Cl)Cl)n1	87	59	84	85	67	79	45	74
COc1ccc(-c2csc(-c3cc(Cl)cc(Cl)c3Cl)n2)cc1	74	56	80	78	102	96	83	51
COc1ccc(OC)c(Cn2cc3c(c2-c2ccccc2)CCc2cnoc2-3)c1	65	44	59	.	65	74	62	32
CCN(CC)Cc1cc(C=C2C(=O)N(C)C(=O)N(C)C2=O)cc(OC)c1O	102	96	95	96	106	107	93	90
CC1(C)CC(=O)C=C(N2CCC(CCCC3CCN(C4=CC(=O)CC(C)(C)C4)CC3)CC2)C1	80	71	111	85	69	85	77	46
COc1ccc(/C=C2\SC(=S)N(CCCN3CCOCC3)C2=O)c(OC)c1	97	76	99	118	96	99	98	71
COC(=O)/C=C(/CC(=O)OC)Nc1ccc(OC)cc1	93	97	112	109	54	86	82	91
NC(=N\N=C/c1ccc(Cl)c(Cl)c1)/C(N)=N\N=C/c1ccc(Cl)c(Cl)c1	117	102	118	.	118	111	103	110
Cc1cccc(Cc2cnc(NC(=O)c3ccc(-n4cnnn4)cc3)s2)c1	68	30	85	60	87	74	30	47
COc1ccc2cc(-c3csc(Nc4ccccc4)n3)c(=O)oc2c1	93	102	106	108	85	90	92	68
CCN1C(=O)N(c2ccccc2)C2C1NN=c1s/c(=C3\C(=O)N(C(C)C)c4ccccc43)c(=O)n12 (stereo unspecified)	30	83	65	73	84	99	59	74
CC1=N/C(=C\c2ccc(C(C)C)cc2)C(=O)N1CCc1ccc(S(N)(=O)=O)cc1	95	92	113	91	98	111	92	94
COc1ccc(C(=O)NNC(=O)c2cc(OC)c(OC)c(OC)c2)cc1O	96	95	107	.	96	94	93	90

Copied from the list:
In LOX IMVI, CN(C)N=Nc1ccc(N=Nc2ccc(N(CCO)CCO)cc2)cc1 has 99
In T-47D, CCN1C(=O)N(c2ccccc2)C2C1NN=c1s/c(=C3\C(=O)N(C(C)C)c4ccccc43)c(=O)n12 (stereo unspecified) has 74

(continued)
structure	MDA-MB-231	MCF7	HS 578T	MALME-3M	BT-549	SK-MEL-2	LOX IMVI	T-47D
NC[C@H]1O[C@H](O[C@H]2[C@H](O)[C@@H](O[C@H]3O[C@H](CO)[C@@H](O)[C@H](N)[C@H]3O)[C@H](N)C[C@@H]2N)[C@H](N)[C@@H](O)[C@@H]1O	104	108	112	105	117	125	98	98
COc1cc2ncnc(Oc3ccc(NC(=O)Nc4ccc(CN5CCOCC5)c(C(F)(F)F)c4)c4ccccc34)c2cc1OC	51	8.5*	45	-11*	25	52	21	10
Oc1c(Cl)cc(Cl)cc1Sc1cc(Cl)cc(Cl)c1O	-22*!	5.4*!	78&54&48	82&11&11	77&32	-41*!	96&41&81	81&52&77
CCCS(=O)(=O)Nc1ccc(F)c(C(=O)c2c[nH]c3ncc(-c4ccc(OCCCC5CCCCN5)nc4)cc23)c1F (stereo unspecified)	15	69	9.3*	-26*	58	59	33	18
COc1cc(CN(c2ccccc2)C2OC(=O)c3ccccc32)cc(OC)c1OC (stereo unspecified)	101	96	100	110	96	87	108	76
C=CC1=C(C)C2=NC1=CC1=NC(=CC3=C(C)C4=C(O)CC(=C5NC(=C2)[C@@H](C)[C@@H]5CCC(=O)NCCCCCCNC(=O)CCCCCCCCCC2=C(C)C(=O)C(OC)=C(OC)C2=O)C4=N3)C(CC)=C1C	45	88	64	64	69	121	84	61
OC1C2COC(O2)C(O)C1O (stereo unspecified)	109	107	110	109	101	135	103	107
COc1ccc(Nc2ncc3c(n2)CCc2cnc(Nc4ccc(OC)c(OC)c4)nc2-3)cc1OC	83	94	88	93	101	99	93	89
O=C(CCCCCSc1nc(-c2ccccc2)cc(-c2ccccc2)n1)NO	98	68	80	72	.	96	96	69
Clc1ccccc1C=NC1CCCCC1	124	92	113	108	.	116	102	106
COc1ccc(-c2nc(-c3nonc3N)no2)cc1	101	103	107	118	.	118	107	.
Fc1cccc(COc2ccc(Nc3ncnc4sc5c(c34)CCCC5)cc2)c1	89	92	93	123	98	89	98	55
Oc1ccc(-c2nnc3c4[nH]ccc4ncn23)cc1	92	92	95	94	89	113	90	93
CN1C(=O)/C(=C/c2ccc(C(=O)Nc3ncc(Cc4cccc(C(F)(F)F)c4)s3)cc2)SC1=S	69	30	64	32	47	57	35	30
COc1cc([N+](=O)[O-])c2ncccc2c1O	99	49	-3.9*	-26*	87	4.8*	66	95
CC1(C)CC[C@]2(c3nnc(-c4ccncc4)o3)CC[C@H]3C(=CC[C@H]4[C@@]3(C)CC[C@H]3C(C)(C)C(=O)CC[C@]43C)[C@@H]2C1	73	53	82	87	88	97	57	67
CC(=O)C1CCC2C3CCC4CC(=O)CCC4(C)C3C=CC12C (stereo unspecified)	102	108	107	.	94	122	101	74
O=C(Nc1ccc(OCc2nnc(-c3ccc(Cl)cc3)o2)c(F)c1)c1ccccc1	81	77	85	69	80	90	80	87
Cc1ccccc1OCCCn1ccc(=O)[nH]c1=O	108	93	47	104	96	100	104	86
CCCCCCCCOC(=O)Nc1ccccc1	100	98	109	101	103	100	101	95
COC(=O)c1c2c(c3ccc4c5ccccc5ccc4n13)C(=O)c1ccccc1C2=O	96	86	98	88	124	105	95	90
O=C(CCc1nnc2sc(-c3ccccc3O)nn12)c1nc2ccccc2[nH]1	64	64	.	97	77	89	81	73
CCCCCCOC(=O)C1=C(C)NC(=O)NC1c1ccccc1F (stereo unspecified)	89	98	101	102	105	96	104	96
O=S(=O)(NCCNc1nccc(-c2c(-c3cccc(F)c3)nc3occn23)n1)c1cccc2ccccc12	59	28	65	56	78	58	60	30
O=C1c2cccc3cccc(c23)C(=O)N1Nc1nc(NCc2ccccc2)nc(N2CCOCC2)n1	83	85	94	98	109	115	92	89
O=C(CSc1nc2ccccc2[nH]1)Nc1cccc(Cl)c1	76	102	92	97	103	104	100	83
N#Cc1ccc(OC(=O)Nc2ccccc2Cl)cc1	93	94	108	91	95	.	.	90
O=C1Nc2nc3ccccn3c2C(=O)[C@H](Cc2ccccc2)N1	106	96	102	93	94	113	94	103
CN(/N=N/c1nc[nH]c1C(=O)NN)C1CCCCC1	98	95	105	110	101	104	102	.

Among those listed so far, 6 contain a cyano group:
structure	MDA-MB-231	MCF7	HS 578T	MALME-3M	BT-549	SK-MEL-2	LOX IMVI	T-47D
N#Cc1ccccc1-c1ccccc1C(=O)O	94	94	100	95	96	97	100	105
Cn1c(N2CCOCC2)nc(-c2ccco2)c(C#N)c1=O	117	95	86	88	81	68	105	104
N#Cc1cccc(CN2CCC3=C(C2)C(=O)N(Cc2ccc(Cl)cc2)C2=NCCCN23)c1	33	14	51	47	64	26	44	21
CSc1ccc(SC2c3ccc(C)cc3Oc3nc(N)c(C#N)c(N)c32)cc1 (stereo unspecified)	-91*	-52*	-8.1*	-94*	-87*	-59*	-93*	-45*
CCC(=O)Nc1cc(Nc2cc(NC3CC3)n3ncc(C#N)c3n2)ccc1C	20	3.8*	-17*	31	30	33	21	6.4*
N#Cc1ccc(OC(=O)Nc2ccccc2Cl)cc1	93	94	108	91	95	.	.	90

Assay outcomes from PubChem BioAssay.
